STK33 kinase inh: inhibitors of human STK33 kinase; inhibition, % at 10 µM; Q9BYT3; purified STK33, MBP phosphorylation, ADP-Glo luminescence; 0.073% of 320,000 active; AID 2661;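 active = inhibition at or above 25%, using the most active replicate where run in duplicate; inactive = inhibition below 25%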
Target sequence (Q9BYT3 whole entry, looked up): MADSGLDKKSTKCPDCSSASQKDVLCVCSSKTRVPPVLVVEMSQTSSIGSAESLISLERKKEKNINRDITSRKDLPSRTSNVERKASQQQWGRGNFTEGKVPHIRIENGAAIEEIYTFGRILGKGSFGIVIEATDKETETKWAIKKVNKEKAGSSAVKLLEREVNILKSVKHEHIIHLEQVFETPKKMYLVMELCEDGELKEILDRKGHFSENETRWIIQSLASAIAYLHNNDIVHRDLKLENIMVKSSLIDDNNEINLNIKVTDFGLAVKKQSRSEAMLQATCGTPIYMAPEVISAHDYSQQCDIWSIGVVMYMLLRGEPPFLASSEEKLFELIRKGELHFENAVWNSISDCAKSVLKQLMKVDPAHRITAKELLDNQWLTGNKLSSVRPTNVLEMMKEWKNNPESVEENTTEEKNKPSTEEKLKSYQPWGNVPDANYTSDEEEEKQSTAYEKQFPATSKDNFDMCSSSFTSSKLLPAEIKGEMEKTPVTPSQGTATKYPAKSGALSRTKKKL
Kir21 block: blocks the mouse Kir2.1 inward-rectifier potassium channel. B-score at 10 µM. HEK293-Kir2.1, FluxOR thallium flux fluorescence; active compounds read low. AID 1672. 0.85% of 310,000 active;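 active = fluorescence ratio B-score at or below minus 3 SD of library scores, with starting-brightness B-score within 2 SD, cut at about -4.2 in these data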;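 also: channel flux triggered by added potassium and thallium sulfate stimulus; B-score of peak minus minimum fluorescence over baseline after thallium stimulus; more negative B-score means stronger Kir2.1 block with less thallium influx; some compounds called inactive have numbers as strong as hits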
Target sequence (P35561 whole entry, looked up): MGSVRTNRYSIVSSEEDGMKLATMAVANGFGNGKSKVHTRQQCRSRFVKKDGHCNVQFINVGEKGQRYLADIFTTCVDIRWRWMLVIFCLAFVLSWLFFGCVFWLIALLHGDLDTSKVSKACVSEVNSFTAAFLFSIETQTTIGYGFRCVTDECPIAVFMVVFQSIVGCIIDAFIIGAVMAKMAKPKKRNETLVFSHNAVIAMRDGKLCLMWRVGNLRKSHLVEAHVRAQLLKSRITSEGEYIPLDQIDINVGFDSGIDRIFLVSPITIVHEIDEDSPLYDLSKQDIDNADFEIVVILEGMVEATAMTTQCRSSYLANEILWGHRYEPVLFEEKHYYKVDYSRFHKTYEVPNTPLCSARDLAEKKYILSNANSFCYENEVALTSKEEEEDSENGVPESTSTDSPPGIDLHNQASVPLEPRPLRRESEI
* hit, by the source's call; x = not tested or not shown.

Values run as follows: Kir21 block	STK33 kinase inh
> CCCCCC(O)(CCN1CCCCC1)c1ccc(OCC)cc1 (stereo not given)
→ -3.34	-0.4
> COc1ccc(N2CCN(C(=O)CCCCn3c(=O)[nH]c4ccsc4c3=O)CC2)cc1
→ -0.36	-0.9
> Nc1c(N(CCO)C(=O)COc2ccc(Cl)cc2)c(=O)[nH]c(=O)n1Cc1ccccc1
→ 0.02	-2.2
> O=C(C(=O)N1CCN(c2cccc(Cl)c2)CC1)c1c[nH]c2ccccc12
→ 1.73	0.1
> CN1C(C(=O)Nc2ccc(F)cc2F)=CC(c2ccco2)=NS1(=O)=O
→ 0.51	1.3
> CCOc1ccccc1OCCOCCOc1ccccc1[N+](=O)[O-]
→ -1.25	-1.8
> Clc1ccc(CCNc2nc3ccccc3s2)cc1
→ 0.79	-0.2
> CC1CCN(S(=O)(=O)c2cccc(-c3nnc(-c4cccnc4)o3)c2)CC1
→ -0.34	-1.7
> COc1ccc(-c2nc3ncnn3cc2C)cc1F
→ 2.92	-0.2
> CCOC(=O)c1cnc(-n2nc(C)cc2C)nc1NCc1ccc2c(c1)OCO2
→ 1.22	1.6
> CC(=O)N1N=C(c2ccc(C)cc2)OC1c1ccc(C(C)C)cc1 (stereo not given)
→ 0.92	-0.1
> CCOc1ccc(N(CC)C(=O)COc2cc(=O)n(C)c3ccccc23)cc1
→ -0.73	0.1
> Cc1ccc(S(=O)(=O)NCc2ccc3[nH]c(C)cc3c2)cc1
→ -1.77	-0.4
> COc1cc(NC(=O)COC(=O)/C=C/c2ccccc2Cl)cc(OC)c1
→ -0.12	-1.1
> COc1ccc(CNC(=O)C(=O)NCC2OCCN2S(=O)(=O)c2cccs2)cc1 (stereo not given)
→ -0.08	-1.3
> O=C(Cn1ncc2c3ccccc3n(Cc3ccccc3)c2c1=O)N1CCN(c2ncccn2)CC1
→ 1.3	0.3
> Cc1cc(C(=O)COC(=O)c2ccc[nH]c2=O)c(C)n1C1CC1
→ -0.04	-0.3
> CCOc1ccc(CCNC(=O)CSc2nc3ncc(Cl)cc3[nH]2)cc1OCC
→ 0.12	1.0
> CSc1ccccc1NC(=O)CN(c1ccccc1)S(=O)(=O)N(C)C
→ -1.05	2.2
> Nc1ncnc(Nc2ccc(F)cc2)n1
→ -2.32	x
> CC(C)CC(=O)Nc1ccc(C(=O)COC(=O)C2CCC2)cc1
→ -0.01	1.0
> O=C(NCc1ccc(F)cc1)C1CCCN1S(=O)(=O)c1ccccc1C(F)(F)F (stereo not given)
→ x	-0.9
> Cc1cccc(C)c1OCc1nnc(SCC(=O)Nc2ccccc2F)o1
→ 0.25	0.3
> CCC(C(=O)Nc1cccc(OC)c1)n1nc(C)c2c(C)n(-c3ccccc3)nc2c1=O (stereo not given)
→ 1.48	-0.1
> Cc1ccc(-c2cc(C(=O)NN3CCOCC3)c3cc(Br)ccc3n2)o1
→ -0.3	1.2
> CCc1cc(C(=O)NC2CCCN(Cc3ccccc3F)C2)n(C)n1 (stereo not given)
→ 0.3	x
> O=C(Cn1ccn(-c2ccc(F)c(Cl)c2)c(=O)c1=O)NCCc1ccccc1
→ 0.89	-0.7
> COCCNC(=O)c1ccc2c(=O)n(CCCN3CCCC3=O)c(=S)[nH]c2c1
→ 2.43	-1.5
> O=[N+]([O-])c1cccc(S(=O)(=O)c2ccc(NCCO)c([N+](=O)[O-])c2)c1
→ -0.87	-0.7
> O=C(CSc1nnc(-c2ccncc2)n1Cc1ccco1)Nc1nccs1
→ 0.45	-1.8

Carrying on.
Values run as follows: Kir21 block	STK33 kinase inh
> CC(C)[C@@H](NC(=O)C1CCN(C(=O)[C@@H]2CCCN2C(=O)OC(C)(C)C)CC1)C(=O)NCc1ccc(F)cc1
→ 0.24	-2.0
> Cc1ccc(CNC(=O)CCCOc2cc(=O)n(C)c3ccccc23)o1
→ -0.02	0.3
> C[C@@H]1CN([C@H](C)CO)C(=O)c2cccc(NS(=O)(=O)c3cccs3)c2O[C@H]1CN(C)Cc1ccccc1
→ x	-1.8
> Cc1ccc(-n2nc(C)c3c(C)c(CCC(=O)NCC4CCCO4)c(=O)n(C)c32)cc1 (stereo not given)
→ 1.33	0.9
> COCCN1CN=C(NS(=O)(=O)c2ccc(C)cc2)NC1
→ 1.95	-3.7
> CCC(C)c1ccccc1N1CC(C(=O)NCCc2ccc(OC)c(OC)c2)CC1=O (stereo not given)
→ -0.99	x
> COc1ccc(C(C[N+](=O)[O-])c2c(-c3ccccc3)cc3ccccn23)cc1OC (stereo not given)
→ -0.06	1.2
> CN(C1CCCCC1)S(=O)(=O)c1cn(C)c(=O)n(C)c1=O
→ x	-0.6
> O=C(CN1CCN(c2ccccc2O)CC1)Nc1cc([N+](=O)[O-])ccc1Cl
→ 1.83	-0.4
> CCc1c(C)nc2ncnn2c1NCc1cccs1
→ 0.98	1.2
> Cc1ccc(S(=O)(=O)c2nc(S(=O)(=O)c3ccccc3)sc2N2CCN(C)CC2)cc1
→ -0.62	x
> Cc1ccc(-c2ccc(CCC(=O)O)n2NC(=O)c2ccco2)cc1
→ -0.45	-0.1
> O=C(O)CC1(CC(=O)Nc2cc3ccccc3cn2)CCCCC1
→ 0.87	-1.4
> CCc1cccc(CC)c1N(COC)C(=O)Cn1ccccc1=N
→ -0.86	-0.4
> CC(C)OC(=O)c1cc(C(=O)c2cc(F)ccc2O)coc1=N
→ -3.59	0.6
> COC(=O)C(C)Sc1nnc2n(-c3cccc(C)c3)c(=O)c3c4c(sc3n12)CCCC4 (stereo not given)
→ 0.47	0.2
> CCOC(=O)C1CCN(C(=O)C2COc3ccccc3O2)CC1 (stereo not given)
→ 2.01	-0.7
> CCC(C)NC(=O)CCC(=O)Nc1ccc2nc(N3CC(C)CC(C)C3)cc(C)c2c1 (stereo not given)
→ 0.42	-0.2
> CC(C)(C)C1N=C(c2ccc3ccccc3c2)OC1=O (stereo not given)
→ x	-1.9
> CC12CCC3C(CCC4N(CCO)CCC34C)C1CCC2O (stereo not given)
→ -0.39	-0.7
> O=C(O)c1cc(Cl)ccc1OS(=O)(=O)c1ccc(Cl)s1
→ x	1.1
> Cc1ccc(N2CS(=O)(=O)/C(=C/N(C)C)C2=O)cc1
→ 1.58	-0.6
> COc1ccc(Cl)cc1NC(=O)CN(C)C(=O)c1sc2ccccc2c1Cl
→ x	-2.8
> C[C@]12C(=O)N(c3cccc(F)c3)C(=O)N1[C@H]1c3ccccc3OC[C@@H]1[C@H]2c1ccccc1
→ x	1.0
> COCc1cc(C)nc(OCC(=O)N/N=C/c2cc(C)n(-c3c(C)cccc3C)c2C)c1C#N
→ -0.18	-0.9
> O=C1c2ccccc2S(=O)(=O)c2cc(C(=O)N3CCN(C(=O)c4ccccc4)CC3)ccc21
→ -0.06	-2.3
> COc1ccc(-c2nn(-c3ccccc3)cc2C(=O)N2CCN(C(=O)c3ccco3)CC2)cc1
→ x	-0.2
> Clc1ccc(CSc2nnc3ccccn23)c(Cl)c1
→ -1.48	-0.3
> FC(F)(F)c1cccc(Cc2noc(CN3CCCC(CN4CCCC4)C3)n2)c1 (stereo not given)
→ 0.02	-1.0
> O=C(Cc1ccccc1)Nc1nc(-c2ccc(F)c(F)c2)cs1
→ 0.75	0.0

Other structures follow:
Values run as follows: Kir21 block	STK33 kinase inh
> COc1cnn(-c2ccc(F)cc2)c(=O)c1Br
→ 0.73	-0.8
> CCc1ccccc1N(CC(=O)NCc1ccccc1)C(=O)CCC(=O)Nc1ccccn1
→ 1.17	0.0
> O=C(Nc1ccc(S(=O)(=O)Nc2ncccn2)cc1)c1cccnc1
→ 0.28	0.5
> Cn1c(N2CCN(c3ccccn3)CC2)nc2c1c(=O)n(Cc1ccccc1Cl)c(=O)n2C
→ 1.67	-1.7
> CCCCOc1ccc(N(CC(=O)NC(C)(C)CC)C(=O)CCC(=O)Nc2ccccn2)cc1
→ 0.2	-0.2
> c1ccc(-c2nc3nc4ccccc4nc3n2CC2CCCO2)cc1 (stereo not given)
→ 0.61	0.0
> O=C(NCc1ccncc1)C1CCN(S(=O)(=O)c2cccc(C(F)(F)F)c2)CC1
→ -1.27	x
> COc1cc(-n2c(=O)c3ccccc3n(Cc3cccc(C)c3)c2=O)cc(OC)c1OC
→ -0.02	0.3
> O=C(COC(=O)COc1ccc(Br)cc1)NC1CCCC1
→ x	0.3
> Cc1cccc(N2C(=O)CC(SC(N)=Nc3ccccc3)C2=O)c1 (stereo not given)
→ -0.45	1.0
> COc1cccc(NC(=O)CCC2CCN(C(=O)c3cncs3)CC2)c1
→ 1.08	-1.8
> COc1ccc(CN=Cc2c(C(F)(F)F)[nH][nH]c2=O)cc1
→ 0	0.3
> CC(OC(=O)C1CC1)C(=O)Nc1ccc([N+](=O)[O-])cc1Cl (stereo not given)
→ 0.61	0.3
> CC1CCc2sc(C(=O)N=Nc3c(O)[nH]c4ccccc34)cc2C1 (stereo not given)
→ 0.97	-0.9
> N/C(=N\OC(=O)c1cccc(Br)c1)c1ccccc1
→ 0.87	-0.3
> O=C(NCc1ccc(Cl)cc1)c1cc(=O)[nH]c2ccccc12
→ -1.49	-0.2
> COc1ccc(N2C(=O)CC(N3CCN(c4ccc(S(=O)(=O)N5CCCC5)cc4)CC3)C2=O)cc1 (stereo not given)
→ 0.62	-0.4
> CCOC(=O)C1=C(C)NC2=C(C(=O)CCC2)C1c1cccs1 (stereo not given)
→ -1.59	2.1
> CC(C)Cn1cc(C(=O)N2CCC(C)CC2)c2c3ccccc3n(C)c2c1=O
→ -0.2	-1.1
> COC(=O)Cn1c(=O)c(C(=O)CCl)c(N)n(Cc2ccccc2)c1=O
→ -1.91	-0.4
> CCOC(=O)c1cc(CC)sc1NC(=O)CCC(=O)O
→ 0	-0.4
> CC1CN(CCOc2ccc(Cl)cc2Cl)CC(C)O1 (stereo not given)
→ 0.51	-0.9
> Cc1cc(C(=O)N2CCC(C)CC2)on1
→ -0.85	-0.2
> COC(=O)CCN(c1ccccc1)S(=O)(=O)c1ccc(OC)cc1
→ -3.36	-0.7
> COc1ccccc1C(=O)NC(=S)NNC(=O)c1sc2ccccc2c1Cl
→ 0.39	-2.2
> COc1ccccc1C(=O)n1nc(-c2ccccc2)nc1N
→ 1.21	-1.7
> Cc1nc([N+](=O)[O-])c(Br)n1CC(=O)c1ccc(Br)cc1
→ -0.28	-0.4
> O=C(c1cccc2ccccc12)N1CCN(Cc2ccccc2F)CC1
→ 0.45	-0.6
> CC(C)CC(=O)NC(=S)Nc1ccc(N2CCOCC2)cc1
→ 0.02	-0.5
> CCOc1ccc(NC(=O)CSCC(=O)O)cc1
→ -0.01	-0.6

Next part.
Values run as follows: Kir21 block	STK33 kinase inh
> CCOC(=O)C1=C(CS(=O)(=O)c2ccc(Cl)cc2)NC(=O)NC1c1ccc(O)c(OC)c1 (stereo not given)
→ -0.83	-1.4
> COc1ccc(/C=N/NC(=O)CN(CCc2ccccc2)S(=O)(=O)c2ccc(NC(C)=O)cc2)cc1OC
→ -1.25	-0.9
> CCOC(=O)N1CCN(C(=O)COc2ccc(Br)cc2Cl)CC1
→ 1.49	-1.3
> CC(C)(Cc1ccc(O)cc1)NC(=O)CC(=O)N=Nc1c(O)[nH]c2ccc(Br)cc12
→ 0.62	0.3
> O=C(NNC(=O)c1cncc(Br)c1)c1ccncc1
→ x	-0.2
> Cc1cc(C(=O)NCC2COc3ccccc3O2)c2ccccc2n1 (stereo not given)
→ 1.01	0.0
> COc1cc(C(=O)N2CCNCC2)cc(OC)c1OC
→ 0.47	3.0
> COc1ccc(C2C(C(=O)NCCCN3CCOCC3)c3ccccc3C(=O)N2c2ccc(OC)cc2)cc1 (stereo not given)
→ -0.06	-1.0
> CCOC(=O)c1ccccc1NC(=O)c1ccc(F)cc1
→ -0.09	-1.1
> CCCCCCn1c(N2CCC(C(N)=O)CC2)nc2c1c(=O)n(C)c(=O)n2C
→ 0.85	-0.5
> CCc1cc2c(CN3CCN(CCO)CC3)cc(=O)oc2cc1O
→ 0.76	0.9
> O=C(CCN1C(=O)C2CCCCC2C1=O)N1CCN(S(=O)(=O)c2c(F)cccc2F)CC1 (stereo not given)
→ -0.04	-0.9
> Cc1cc(C)nc(N/N=C/c2sccc2C)n1
→ -0.98	-1.3
> COc1ccc(CCNC(=O)CCCn2c(SCC(N)=O)nc3cc4c(cc3c2=O)OCO4)cc1OC
→ 1.4	2.7
> COCCn1c(SCC(=O)Nc2cc(C(C)(C)C)nn2-c2ccccc2)nc2ccccc2c1=O
→ 0.38	-0.4
> COc1ccc(CN=C(C)c2c(C(F)(F)F)[nH]n(-c3nc4ccccc4s3)c2=O)cc1
→ -0.49	x
> C#CCOCCOCCOCCNc1nc(N2CCN(C(=O)CCCCCCCCCCNC(=O)Cn3cc(C[C@@H](C)O)nn3)CC2)nc(N2CCN(C(=O)CCCCCCCCCCNC(=O)[C@@H]([C@H](C)O)n3cc(C)nn3)CC2)n1
→ x	-1.7
> N#Cc1ccc(C(=O)OCCc2cc3ccccc3c(=O)o2)cc1
→ x	-1.0
> COc1ccc(C(=O)Nc2ccc(S(=O)(=O)Nc3cc(C)nc(C)n3)cc2)cc1
→ 0.32	-0.6
> N#Cc1ccccc1S(=O)(=O)N1CCN(CC(=O)Nc2ccccc2C(=O)NC2CC2)CC1
→ x	2.1
> COc1cc2[nH]c(=O)n(CCC(=O)NC3CCN(Cc4ccccc4)CC3)c(=O)c2cc1OC
→ -0.48	x
